Compound activity as filed in PubChem.
C2C12 statin = suppression of simvastatin myotoxicity; C2C12 myotubes + simvastatin, ATP luminescence, 48 h; scaled: DMSO 0, geranylgeraniol control 100; rescue of ATP level, % at 7.49 µM; actives 0.78% (n = 330,000);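 active means mean ATP rescue above about 67%, or every replicate alone reaching that limit, limit read from the data, passing the limit was not always enough; inconclusive means no clear call, values can overlap the other calls; inactive means mean under the limit and some replicate under it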;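 further: myotubes were challenged with 10 µM simvastatin during compound exposure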
Cneo AK release = Cryptococcus neoformans lysis via adenylate kinase release; C. neoformans lysis, adenylate kinase release luminescence, 4 h; normalised: neutral wells 0, clomiphene wells 100; lysis activity, % at 15 µM; actives 0.2% (n = 360,000); AID 651654;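 active means mean lysis activity across replicates of at least 80%, whatever share of replicates individually reach that level; inactive means mean lysis activity below 80%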
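Material: C. neoformans cells | Amount: Yeast cell density of 5 × 10^6 cells/mL | Medium: Fresh YPD growth medium | Dosing: Single dose | Times: Static 4 h at 37 °C with compound, 1 h detection | Detection: AK luminescence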
SIRT5 inh = inhibitors of human sirtuin-5 desuccinylase | Purified SirT5, succinyl-peptide AMC, trypsin-coupled fluorescence | inhibition, % at 15 µM | AID 652115 | actives 1.1% (n = 330,000) | Q9NXA8; in the data active means inhibition above about 15%; inconclusive means no clear call, values can overlap the other calls
Target sequence (Q9NXA8 whole entry, looked up): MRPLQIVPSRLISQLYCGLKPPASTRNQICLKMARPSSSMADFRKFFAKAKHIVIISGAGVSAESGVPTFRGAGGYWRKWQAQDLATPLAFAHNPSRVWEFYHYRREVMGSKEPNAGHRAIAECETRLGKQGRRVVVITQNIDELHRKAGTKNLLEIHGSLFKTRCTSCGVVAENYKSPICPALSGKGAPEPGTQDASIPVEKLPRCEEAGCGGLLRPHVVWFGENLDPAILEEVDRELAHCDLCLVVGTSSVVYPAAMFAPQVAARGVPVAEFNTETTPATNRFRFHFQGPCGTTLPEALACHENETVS
PGC1a acetyl inh = PGC1a acetylation modulation, inhibitor mode; inhibition, % at 15.6 µM; AID 651687; U2OS PGC1a acetylation, AlphaScreen anti-acetyl-lysine; with virally co-expressed GCN5 acetyltransferase; actives 0.17% (n = 350,000);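 active means every replicate shows inhibition of at least 40%; inconclusive means mean inhibition at least 40% but some replicate below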;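 further: 0% = neutral control wells and 100% = positive control wells; some results beyond the cut were filed as inactive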
S100A4 inh HTS = S100A4-myosin IIA interaction inhibition; P26447; S100A4/TAMRA-MyoIIA peptide fluorescence polarization; inhibition, % at 10.7 µM; actives 0.14% (n = 360,000);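 active means mean inhibition of at least 70% across replicates, with every replicate also reaching that level; inconclusive means mean inhibition reaches 70% but some replicates fall short; inactive means mean inhibition below 70%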
Target sequence (P26447 whole entry, looked up): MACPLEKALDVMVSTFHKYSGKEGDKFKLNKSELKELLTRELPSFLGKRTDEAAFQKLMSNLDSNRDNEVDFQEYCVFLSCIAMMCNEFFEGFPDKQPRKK
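assay system = human S100A4 monomer with TAMRA-labelled myosin IIA peptide | also added = labelled myosin peptide probe, 5 nM | incubation = 5 min between mix addition and reading | control set = DMSO and TFP controls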
LGR2 inh = blocks bursicon-induced cAMP signaling via Drosophila LGR2; HEK293 LGR2, CRE-luciferase, bursicon-stimulated, 4 h; inhibition, % at 9.99 µM; actives 0.35% (n = 380,000);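 active means drop in luminescence signal, shown as inhibition above about 50% in the replicate tests, limit read from the data, passing the limit was not always enough; inconclusive means probably only some replicates passing the limit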;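 further: agonist challenge used bursicon conditioned medium at about half maximal strength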
ERAP1 HTS inh = blocks human ERAP1 aminopeptidase activity; Q9NZ08; recombinant ERAP1, Leu-AMC fluorescence, 60 min; inhibition, % at 10.7 µM; actives 0.15% (n = 340,000);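 active means mean replicate inhibition of at least 30%, or all replicates individually reaching that 30% level; inactive means mean below 30% and not every replicate reaching it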;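 further: 0% = neutral control wells and 100% = L-leucinethiol positive control wells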
Xi reactivation = reactivates the inactive X chromosome in mouse fibroblasts; activation, % at 7.58 µM; actives 0.055% (n = 360,000); XiGFP mouse fibroblasts, % GFP-positive cells imaging, 3 d; cells co-treated with 5-aza-dC sensitizer; scaled so ellipticine positive control = 100%;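 active means mean normalized replicate activation at least 10% and every replicate at or above 10%; inconclusive means only one of the two criteria met; inactive means mean below 10% and not all replicates reach 10%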;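 further: 0% = median of on-plate neutral control wells and 100% = ellipticine 6 µM median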
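System: 68-5-11 XiGFP fibroblast line | Buffer or medium: DMEM containing 5-aza-dC | Compound: Single point | Times: Compounds 3 days, fix/stain 15 min at room temperature | Benchmarks: Positive control ellipticine, 6 µM final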
* marks the source's active call; other numbers are inactive results; ? = inconclusive; . = no result given; & = joins results of further samples. The list is partial; the hit share may differ from the screen's.

#	molecule	C2C12 statin	Cneo AK release	SIRT5 inh	PGC1a acetyl inh
1	COCc1c(C(=O)OCC(=O)c2ccc[nH]2)oc2ccccc12	-11	1	-6	5
2	O=C(/C=C/c1ccccc1[N+](=O)[O-])N1CCc2ccccc2C1	1	8	-1	3
3	Fc1cc(Cl)ccc1NC1=NCCCCC1	5	0	0	0
4	CNC[C@@H]1Oc2c(NC(=O)c3cnccn3)cccc2C(=O)N([C@@H](C)CO)C[C@@H]1C	-13	.	.	6
5	O=C(/C=C\Nc1ccc2c(c1)OCO2)c1ccc2c(c1)OCO2	.	.	2	.
6	C[C@@H]1CCCCO[C@H](CN(C)C(=O)CCCN(C)C)[C@@H](C)CN([C@H](C)CO)C(=O)c2cc(NC(=O)c3ccccc3)ccc2O1	-13	-2	-3	15
7	CC(Sc1nnc(Cn2c(=O)sc3ccccc32)n1C)c1ccccc1 (centres undefined)	-15	5	.	.
8	Cn1cccc1C(=O)OCC(=O)Nc1ccc2[nH]c(=O)[nH]c2c1	10	-1	-6	6
9	CC(C)NC(=O)C1CCCN(c2nnc(-n3cccc3)s2)C1 (centres undefined)	-18	3	1	-13
10	CCOc1cc(N2CCOCC2)c(OCC)cc1NC(=O)CSc1nnc(N)s1	.	.	1	6

#	S100A4 inh HTS	LGR2 inh	ERAP1 HTS inh	Xi reactivation
1	27	-5	0	0.3
2	1	2	3	0.0
3	-2	-4	-1	0.0
4	.	-10	.	-0.1
5	6	?	0	-0.1
6	-5	25	2	0.1
7	-5	10	.	0.1
8	2	7	-1	0.2
9	-1	-3	3	-0.1
10	10	-15	1	0.0

Quoted at random: 3 records from the list
#	molecule	C2C12 statin	Cneo AK release	SIRT5 inh	PGC1a acetyl inh
7	CC(Sc1nnc(Cn2c(=O)sc3ccccc32)n1C)c1ccccc1 (centres undefined)	-15	5	.	.
4	CNC[C@@H]1Oc2c(NC(=O)c3cnccn3)cccc2C(=O)N([C@@H](C)CO)C[C@@H]1C	-13	.	.	6
8	Cn1cccc1C(=O)OCC(=O)Nc1ccc2[nH]c(=O)[nH]c2c1	10	-1	-6	6

#	S100A4 inh HTS	LGR2 inh	ERAP1 HTS inh	Xi reactivation
7	-5	10	.	0.1
4	.	-10	.	-0.1
8	2	7	-1	0.2

(list continues)
#	molecule	C2C12 statin	Cneo AK release	SIRT5 inh	PGC1a acetyl inh
11	COC(=O)C[C@H]1C[C@H]2c3cc(NC(=O)CC4CC4)ccc3O[C@H]2[C@H](CO)O1	7	0	-3&0	-3&1
12	CCOc1ccc(-c2cc(N3C(=O)Nc4ccccc4N3O)n[nH]2)cc1	.	.	0	.
13	COc1ccccc1-c1cnc2c(c1)C(=O)N([C@H](C)CO)C[C@H](C)[C@@H](CN(C)Cc1cccnc1)O2	-10	3	0	10
14	COc1ccc(CNC(=O)Cc2csc(NC(=O)Nc3ccccc3OC)n2)cc1	9	-2	-3	-6
15	Cc1ccc(NC(=O)CCC(=O)NNC(=O)c2ccccc2)c(C)c1	2	-1	2	.
16	O=C(C[C@H]1C=C[C@@H](NS(=O)(=O)c2ccccc2)[C@@H](CO)O1)NCCN1CCCCC1	-2	6	2	5
17	N#C[C@H]1C(O)C(O)c2ccccc2N1C(=O)c1ccccc1 (some centres undefined)	-12	0	-1	-10
18	Cc1ccc2c(c1)nnn2C1CCN(C(=O)c2ccccc2F)CC1	-1	-1	-2	0
19	Cc1ccc(CN2C(=O)C(C)Oc3ccccc32)cc1 (centres undefined)	.	.	0	.
20	O=C(COC(=O)c1c2c(nc3ccccc13)/C(=C\c1ccco1)CC2)NC1CCCC1	-4	.	-6	13

#	S100A4 inh HTS	LGR2 inh	ERAP1 HTS inh	Xi reactivation
11	-1&6	8	-3&1	0.3&0.0
12	-3	0	3	0.0
13	-7	0	-2	-0.2
14	-1	3	-3	0.0
15	-6	.	6	0.0
16	-5	-11	0	0.2
17	2	21	-3	.
18	1	-22	4	0.4
19	2	.	3	0.0
20	-5	9	5	0.0

Additional compounds
#	molecule	C2C12 statin	Cneo AK release	SIRT5 inh	PGC1a acetyl inh
21	CCCC(=O)Nc1ccc2c(c1)C(=O)N(C)C[C@@H](OC)[C@H](C)CN(Cc1ccccc1F)[C@@H](C)CO2	0	-5	-13	5
22	O=C1CCCC(O)=C1N=Nc1ccc(S(=O)(=O)N2CCOCC2)cc1	3	0	1	10
23	CC(=O)c1sc(NC(=O)C2CSC3(C)CCC(=O)N23)nc1-c1ccccc1 (centres undefined)	7	-1	3	.
24	Oc1ccc(/C=N/N2CCCCC2)c(O)c1O	9	0	-2	28
25	COc1ccccc1CNC(=O)CC1Sc2ccccc2NC1=O (centres undefined)	0	2	-4	.
26	C[C@@H]1CN([C@H](C)CO)C(=O)c2cccc(NS(=O)(=O)c3ccc(Cl)cc3)c2O[C@H]1CN(C)C(=O)NC1CCCCC1	37	-5	0	-4
27	CCCNC(=O)Nc1ccc2c(c1)C(=O)N(C)C[C@H](OC)[C@H](C)CN(C(=O)C1CCC1)[C@@H](C)CO2	9	0	-2	.
28	CCC(=O)Nc1ccc2c(c1)OC[C@H](C)N(Cc1ccccc1)C[C@@H](C)[C@@H](OC)CN(C)C2=O	7	-1	-1	2
29	COc1cccc(-c2ccc(NC(=O)C3CCCN(Cc4cc(C)[nH]n4)C3)cc2)c1 (centres undefined)	-9	6	-1	.
30	COc1ccc(C2=NOC(C(=O)Nc3ccc4c(c3)OCO4)C2)cc1 (centres undefined)	4	1	-4	-3

#	S100A4 inh HTS	LGR2 inh	ERAP1 HTS inh	Xi reactivation
21	-7	16	5	0.3
22	19	6	5	0.3
23	-4	-2	2	-0.1
24	-7	2	-2	0.0
25	-2	2	2	-0.1
26	3	-13	0	-0.7
27	-16	-22	.	0.1
28	1	4	0	-0.2
29	2	-24	-1	0.0
30	-3	-4	-3	-0.1

Part of the list above, with tabs.
item	Molecule	C2C12 statin	Cneo AK release	SIRT5 inh	PGC1a acetyl inh	S100A4 inh HTS	LGR2 inh	ERAP1 HTS inh	Xi reactivation
29	COc1cccc(-c2ccc(NC(=O)C3CCCN(Cc4cc(C)[nH]n4)C3)cc2)c1 (centres undefined)	-9	6	-1	.	2	-24	-1	0.0
25	COc1ccccc1CNC(=O)CC1Sc2ccccc2NC1=O (centres undefined)	0	2	-4	.	-2	2	2	-0.1
24	Oc1ccc(/C=N/N2CCCCC2)c(O)c1O	9	0	-2	28	-7	2	-2	0.0

(next part)
#	molecule	C2C12 statin	Cneo AK release	SIRT5 inh	PGC1a acetyl inh
31	CC(C)(C)c1ccc2c(c1)N(CC(=O)N1CCOCC1)C(=O)CO2	1	0	-1	-6
32	CCOc1ccc(OCCCC(=O)NCCOc2ccccc2OC)cc1	5	2	-2	.
33	Cn1cnc(S(=O)(=O)N[C@H]2CC[C@H](CC(=O)Nc3ccccc3)O[C@H]2CO)c1	2	-4	-3	-12
34	O=C(C[C@@H]1CC[C@H]2[C@@H](COC[C@H](O)CN2S(=O)(=O)c2ccccc2F)O1)NCc1ccccc1F	-4	5	-2	4
35	COCOCCn1cc(CN2CCS(=O)(=O)N(Cc3ccc(-c4ccc(Cl)cc4)cc3)C(CC(C)C)C2=O)nn1 (centres undefined)	4	1	-1	3
36	C[C@@H]1CN([C@H](C)CO)S(=O)(=O)c2ccc(C3=CCCC3)cc2O[C@H]1CN(C)C(=O)c1cccnc1	6	3	0	-1
37	O=C(NCCO)c1cccc(-c2ccc3nncn3c2)c1	1	0	-1	2
38	Cc1cc(C)cc(N(CC(=O)NC2CCCC2)C(=O)CCC(=O)Nc2nc(C)cs2)c1	9	-2	-1	.
39	N#C/C(=C\c1ccc2c(c1)OCCO2)C(=O)Nc1nccs1	10	-1	-1	2
40	COc1ccc(C(=O)N2CCCC(C(=O)N3CCN(c4ccccc4)CC3)C2)cc1 (centres undefined)	1	0	-2	3

#	S100A4 inh HTS	LGR2 inh	ERAP1 HTS inh	Xi reactivation
31	-4	-6	-5	0.0
32	0	4	0	0.0
33	-16	3	0	0.4
34	11	-19	-1	0.1
35	-2	10	-2	0.1
36	11	0	3	0.7
37	1	.	2	-0.1
38	-1	27	0	0.1
39	4	-98	3	0.5
40	0	.	.	0.0

Results in sequence from the entries so far:
Entries 34–37 in PGC1a acetyl inh: 4, 3, -1, 2
Entries 34–37 in SIRT5 inh: -2, -1, 0, -1

Following part:
#	molecule	C2C12 statin	Cneo AK release	SIRT5 inh	PGC1a acetyl inh
41	O=C1CCNc2ccc(-c3ccccc3)cc21	.	.	-3	.
42	C/C(CC(=O)Nc1ccc2c(c1)OCCO2)=N\NC(=O)c1ccccn1	7	.	-4	.
43	CO[C@@H]1CN(C)C(=O)c2cc(NC(=O)Nc3c(C)noc3C)ccc2OC[C@H](C)NC[C@@H]1C	1	1	1	15
44	CCn1c(SCC(=O)Nc2ccc(C)cc2)nc(O)cc1=O	.	1	-5	-5
45	CC=Cc1ccc2n(c1=O)C[C@@H]1[C@@H](CO)[C@H](C(=O)NCCC)[C@H]2N1Cc1nccs1 (mixture of isomers)	-14	-1	-23	.
46	COc1ccc(NC(=O)C(c2cccc3ccccc23)n2c(=O)c(-c3ccco3)nc3ccccc32)cc1 (centres undefined)	.	.	-1	.
47	OC(Cn1cncn1)(c1ccc(F)cc1)c1ccc(Cl)cc1 (centres undefined)	-15	0	-4	.
48	CCOC(=O)C(CC)n1nc(C)n2c(cc3sccc32)c1=O (centres undefined)	-5	-1	-2	-5
49	Cc1cccc(C(=O)NNC(=O)c2ccc(NC(=O)C(C)(C)C)cc2)c1	-14	6	1	-23
50	C[C@@H]1CN([C@@H](C)CO)C(=O)Cc2cc(NC(=O)Cn3cnnn3)ccc2O[C@H]1CN(C)Cc1ccc(C(=O)Nc2ccccc2N)cc1	.	.	5	0
51	O=C(C[C@@H]1CC[C@@H]2[C@H](COC[C@@H](O)CN2C(=O)c2cccnc2)O1)NCc1ccc(Cl)cc1	-2	-4	1	-7

#	S100A4 inh HTS	LGR2 inh	ERAP1 HTS inh	Xi reactivation
41	-6	-6	0	0.7
42	0	-22	-7	0.2
43	3	-24	4	0.2
44	-2	.	0	-0.1
45	1	12	-1	0.5
46	-6	-1	-3	0.2
47	-1	-13	1	0.1
48	1	4	6	6.9
49	0	3	-2	0.1
50	9	-6	-2	0.0
51	-105	17	-10	0.1
